# Screening results (PubChem BioAssay)
# AmpC detergent = inhibitors of E. coli AmpC beta-lactamase with detergent; P00811; AmpC hydrolysis of nitrocefin, absorbance 480 nm, 0.01% Triton; Potency, µM (doses to about 114 µM), for the others: at the top dose activity change, negative = inhibition, hits mostly inhibitors; hit rate 0.041% among 370,000;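 also: potency is read from the fitted curve at half-maximal effect; 0% = no-compound wells and -100% = no-enzyme wells; nearly all actives have a fitted effect of over 25% in size; some results filed as inactive show a strong effect at the top dose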
# Target sequence (P00811 whole entry, looked up): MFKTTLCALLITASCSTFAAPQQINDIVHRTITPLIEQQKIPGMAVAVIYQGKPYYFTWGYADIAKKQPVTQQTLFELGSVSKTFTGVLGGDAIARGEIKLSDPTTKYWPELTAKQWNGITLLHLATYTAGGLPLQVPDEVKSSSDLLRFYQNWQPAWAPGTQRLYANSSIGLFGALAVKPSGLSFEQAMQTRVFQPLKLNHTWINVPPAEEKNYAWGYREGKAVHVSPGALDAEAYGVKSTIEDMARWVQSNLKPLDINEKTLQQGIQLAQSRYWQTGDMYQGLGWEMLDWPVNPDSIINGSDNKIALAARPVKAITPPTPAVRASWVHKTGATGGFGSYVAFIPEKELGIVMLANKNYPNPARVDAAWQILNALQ
#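 20 mM phosphate pH 7.0 + 0.01% (detergent screen) or 0.0001% Triton X-100; 5.3 nM AmpC reagent; cpd preinc 15 min RT; nitrocefin (800 uM stock) to start; A480 q20 s × 4 min; Activity was normalised to no-enzyme and no-compound control wells.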
# TbPYK inhibitor = T. brucei pyruvate kinase inhibition; Potency, µM (doses to about 76.8 µM), without a hit: top-dose activity, negative = inhibition, actives largely listed as inhibitors; TbPYK enzyme, Kinase-Glo Plus ATP luminescence, 45 min; Q57TT1; hit rate 0.12% among 410,000; also: potency is read from the fitted curve at half-maximal effect; nearly all actives have a fitted effect of over 50% in size
#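 In this concentration-response screen, enzyme-free wells defined baseline while DMSO plates tracked drift. Each reaction combined TbPYK, substrate, compound and 130 uM ADP for 45 min at room temperature. Kinase-Glo Plus luminescence gave the signal.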
# LmPK inh = inhibitors of Leishmania mexicana pyruvate kinase; hit rate 0.37% among 290,000; purified LmPK, Kinase-Glo ATP luminescence, 1 h; Q27686; Potency, µM (top dose mostly 57.5 µM), inactives show at the highest dose activity change, negative = inhibition, most hits filed as inhibitors; also: potency is read from the fitted curve at half-maximal effect
# Target sequence (Q27686 whole entry, looked up): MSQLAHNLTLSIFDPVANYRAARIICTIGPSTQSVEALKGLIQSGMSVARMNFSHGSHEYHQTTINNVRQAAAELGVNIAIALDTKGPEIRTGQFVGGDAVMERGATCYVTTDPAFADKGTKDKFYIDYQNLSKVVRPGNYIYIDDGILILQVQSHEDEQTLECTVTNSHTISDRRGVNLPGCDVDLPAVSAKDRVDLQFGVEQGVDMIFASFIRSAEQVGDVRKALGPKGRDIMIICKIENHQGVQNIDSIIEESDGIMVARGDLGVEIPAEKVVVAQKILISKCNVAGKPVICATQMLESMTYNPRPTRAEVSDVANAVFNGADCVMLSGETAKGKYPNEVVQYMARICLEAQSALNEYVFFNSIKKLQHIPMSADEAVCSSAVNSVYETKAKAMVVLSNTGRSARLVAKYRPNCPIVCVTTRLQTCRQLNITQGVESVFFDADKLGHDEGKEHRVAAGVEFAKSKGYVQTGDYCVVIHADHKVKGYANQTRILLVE
#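 ATP generated from ADP (0.1 mM) and PEP (0.5 mM) by 0.1 nM LmPK over 1 h at room temperature (pH 7.2 imidazole buffer) was detected by coupled luciferase luminescence. Values were normalized to uninhibited and no-enzyme wells.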
# Sm TGR block = S. mansoni TGR enzyme inhibition; Q962Y6; Potency, µM (series often up to 114 µM), without a hit: top-dose activity change, negative = inhibition, hits mostly inhibitors; hit rate 3% among 360,000; AID 485364; purified TGR, DTNB reduction, TNB absorbance 405 nm; also: potency is read from the fitted curve at half-maximal effect; nearly all actives have a fitted effect of over 60% in size
#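 TGR 20 nM + NADPH 100 uM (dispensed conc.), cpd preinc 15 min RT; start with NADPH (500 uM addition) then DTNB (15 mM addition). Kinetic TNB absorbance, 405 nm filter. Four-parameter Hill fit across titration.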
# HCMV inh = inhibitors of human cytomegalovirus. HFF cells, HCMV-luciferase reporter, 72 h; stronger effect = lower value. activity change, negative = inhibition, % at 57.5 µM. hit rate 4.5% among 410,000. AID 1259415; in the data active = activity change below about -60%; inconclusive = no clear call, values can overlap the other calls; inactive = above about -39%
#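 Inhibition of viral replication was scored as loss of reporter luminescence in HFFs infected with HCMV-luciferase (MOI 1 PFU/cell) for 72 h; compounds tested at 2 doses, normalized to buffer and Salinomycin controls.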
# AMA1 RON2 block = inhibitors of Plasmodium falciparum AMA1-RON2 interaction. AID 720542. hit rate 0.2% among 360,000. AlphaScreen AMA1-biotinylated RON2 peptide binding. Potency, µM (doses to about 58.2 µM), for inactives: at the highest dose activity change, negative = inhibition, actives largely listed as inhibitors;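 also: potency is read from the fitted curve at half-maximal effect; 0% = vehicle wells and -100% = peptide control; nearly all actives have a fitted effect of over 45% in size; some results filed as inactive show a strong effect at the top dose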
#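 AMA1 (3D7) with his tag at 25 nM final met compounds first, then biotinylated RON2 peptide at 25 nM; detection used donor plus acceptor beads, 10 µg/mL apiece, read by AlphaScreen after 30 min at room temperature.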
# AmpC inh no detg = inhibitors of E. coli AmpC beta-lactamase without detergent; P00811; AmpC nitrocefin hydrolysis, absorbance 480 nm, 0.0001% Triton; Potency, µM (series often up to 57.1 µM), inactives show at the top dose activity change, negative = inhibition, hits mostly inhibitors; hit rate 0.52% among 330,000;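 also: potency is read from the fitted curve at half-maximal effect; plate controls were no compound for no effect and no enzyme for full effect; nearly all actives have a fitted effect of over 20% in size; some results filed as inactive show a strong effect at the top dose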
#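 20 mM phosphate pH 7.0 + 0.01% (detergent screen) or 0.0001% Triton X-100; 5.3 nM AmpC reagent; cpd preinc 15 min RT; nitrocefin (800 uM stock) to start; A480 q20 s × 4 min; Activity was normalised to no-enzyme and no-compound control wells.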
# Numbers without * were called inactive; ? = inconclusive; nt = not tested or not shown; [ ] = another dose, or the depositor's remark. Unless noted, calls follow the shape of the dose curve; as a rule, active = well fitted curve in the direction sought with a large enough effect; inconclusive = small, poorly fitted or top-dose-only effect, or another doubt; inactive = no such curve, though single readings can be large; an effect the other way counts as inactive or inconclusive. Unless noted, % is scaled to controls: 0 for no effect and ±100 for the full control effect.
SMILES,AmpC detergent,TbPYK inhibitor,LmPK inh,Sm TGR block,HCMV inh,AMA1 RON2 block,AmpC inh no detg
COC(C[C@H](O)CC(=O)[C@@H](C)OCc1ccccc1)OC,nt,-16.4%,nt,nt,12.2,3.3%,nt
COc1ccc(C(C)(C)NC(=O)C2CCC(=O)N(CCCN3CCCC3=O)C2)cc1 (stereo not given),4.5%,-4.0%,1.0%,-2.9%,-24.4,-6.4%,-7.2%
CN(C)CCCNc1ccc(-c2cc(Nc3cccc(Cl)c3)ncn2)cn1,1.5%,-12.1%,-0.2%,4.2%,-37.5,-9.4%,53.6%
CN(C)CCCN(C(=O)COc1ccc(Cl)cc1)c1nc2ccc(F)cc2s1,1.5%,-5.5%,15.5%,-1.4%,-15.1,7.5%,95.6%[activator]
COc1ccc(CCNC(=O)C2CCCN2C(=O)Nc2cccc(C(C)=O)c2)cc1OC (stereo not given),?,8.0%,-1.2%,-24.8%,-5.1,-9.8%,-10.0%
CC(=O)Nc1ccc(-c2csc(N/N=C(/C)c3ccccc3)n2)cc1,5.7%,-16.0%,0.3%,-20.9%,-9.6,50.0%[activator],-13.1%
O=C(COc1ccccc1Br)NC(=O)NC1CCCC1,?,-0.9%,nt,-0.2%,-32.2,-14.0%,-18.3%
CS(=O)(=O)N(Cc1ccc(Cl)cc1)c1ccc(C(=O)NCc2ccccn2)cc1,5.6%,2.4%,1.8%,-1.5%,-30.1,-0.4%,110.3%[activator]
CCNC(=O)C1(C)CCCN(C(=O)c2ccc(C(F)(F)F)nc2C)C1 (stereo not given),nt,3.8%,nt,nt,51.2,13.2%,nt
COc1ccc(CC(=O)n2[nH]c(=O)cc(C)c2=O)cc1OC,2.0%,?,-1.6%,22.4µM*,32.2,7.1%,-11.6%
CCc1nnc(NC(=O)C(C)N2C(=O)C3C4C=CC(C4)C3C2=O)s1 (stereo not given),-10.2%,-0.2%,1.9%,7.8%,20.2,-2.5%,-4.9%
O=C(O)CSc1cc(NS(=O)(=O)c2ccc(Cl)cc2)c2ccccc2c1O,4.7%,?,?,7.08µM*,-92.5*,-22.3%,-45.8%
C[C@@H]1CN([C@@H](C)CO)C(=O)CCCn2nncc2CO[C@H]1CN(C)C(=O)c1ccccc1,nt,7.9%,nt,nt,-3.9,5.8%,nt
O=C(CSc1nc2ccccc2c(=O)n1Cc1ccc(C(=O)NC2CC2)cc1)NCc1ccco1,-10.8%,nt,0.1%,-26.4%,-38.2,23.1%,-5.8%
O=C(NCCCO)/C(=C\C=C\c1ccccc1)NC(=O)c1ccccc1Cl,-9.5%,-1.5%,1.0%,-2.6%,-10.3,9.4%,-4.4%
O=C(c1cnc(Cl)c(Cl)c1)N1CCN(S(=O)(=O)c2ccc3ccccc3c2)CC1,-3.9%,-17.2%,nt,0.3%,22.8,-10.4%,4.1%
Cc1onc(-c2ccccc2)c1C(=O)Nc1sc2c(c1C(N)=O)CCC2,1.1%,-3.7%,-2.9%,?,?,-19.6%,13.7%
CCn1ccc2c(OCC(=O)Nc3ccc(OC)cc3OC)cccc2c1=O,-0.1%,1.3%,nt,1.2%,4.8,nt,nt
CSCCC(NC(=O)c1ccccc1Cl)C(=O)N1CCN(c2ccccn2)CC1 (stereo not given),nt,6.0%,nt,nt,?,10.5%,nt
O=S(=O)(Cc1ccccc1)Oc1ccccc1,-2.5%,6.4%,-4.6%,-17.7%,-62.5*,46.0%[activator],-23.8%
N#C/C(=C\c1ccc[nH]1)C(=O)NC1CC1,0.6%,-6.1%,1.5%,-0.4%,25.2,8.5%,-16.2%
COc1cccc(N2[C@@H](CC(C)=O)c3ccccc3S2(=O)=O)c1,nt,-0.9%,nt,nt,20.2,1.3%,nt
COc1ccc(CNC(=O)c2cc3c(s2)CN(Cc2ccccc2)C3)cc1,1.8%,4.5%,-7.5%,-0.3%,50.6,-24.1%,-15.1%
CNc1ncnc(Sc2nc(N)nc3nc[nH]c23)c1[N+](=O)[O-],nt,-1.7%,nt,nt,-76.6*,-6.3%,nt
CCOc1cc(S(=O)(=O)NCCN2CCOCC2)c(C)cc1C,-3.3%,-10.1%,0.5%,-2.2%,-13.8,-5.3%,33.0%
O=[N+]([O-])c1cccc(N(CC(O)CN2CCCC2)S(=O)(=O)c2ccccc2)c1 (stereo not given),-6.0%,0.9%,4.6%,-21.2%,16.4,-3.8%,9.4%
Cc1ccc(NC(=O)Cn2nnc(C(=O)NCc3ccco3)c2N)c(C)c1,2.5%,1.9%,-6.5%,-5.5%,-29.6,-0.9%,-21.2%
CC(=O)NCC(=O)N(C)C(C(=O)Nc1ccc(C(C)C)cc1)c1ccccc1 (stereo not given),0.7%,-2.0%,4.4%,-2.3%,-15.8,-4.2%,105.7%[activator]
CCn1c(-c2nn(-c3ccccc3)ccc2=O)n[nH]c1=S,4.0%,?,-3.4%,nt,12.1,-4.8%,-5.3%
O=S(=O)(Nc1ccc(S(=O)(=O)N2CCCC2)cc1)c1ccc(F)cc1F,nt,-6.4%,nt,nt,-27.5,-12.5%,-6.0%
CC(=O)c1ccc(OCC(=O)NC(=O)NC2CCCC2)cc1,nt,0.2%,nt,nt,-37.6,-10.5%,nt
C[C@H](CO)N1C[C@H](C)[C@@H](CN(C)C(=O)CN2CCOCC2)Oc2cc(Br)ccc2S1(=O)=O,nt,4.4%,nt,nt,8.7,4.2%,nt
C=CCNC(=O)C(C)N1C(=O)c2ccccc2C1=O (stereo not given),-1.1%,1.3%,-2.8%,9.7%,51.5,4.3%,-6.7%
Cc1ccc(/C=C/C(=O)N2CCN(c3ccc(F)cc3)CC2)o1,-7.1%,-23.9%,2.8%,50.1µM*,?,-0.3%,-6.6%
COc1ccc(N2CCN(S(=O)(=O)c3ccc(Cl)c(C(F)(F)F)c3)CC2)cc1,3.5%,5.7%,1.1%,-8.7%,-3.1,-10.7%,-10.1%
Cn1c(N)c(N=Cc2ccccc2)c(=O)n(C)c1=O,nt,-1.0%,nt,nt,-19.5,5.9%,nt
CC(C)C(C(=O)Nc1ccncc1)c1ccc(Cl)cc1 (stereo not given),1.1%,7.0%,-0.3%,-26.0%,5.8,9.2%,5.0%
CCn1nnc(NC(=O)C(C)Oc2ccc(Cl)cc2Cl)n1 (stereo not given),1.3%,-2.2%,0.1%,-1.4%,-5.9,0.4%,5.6%
CSc1nc(SC(C)C(=O)O)c2c3c(sc2n1)COC(C)(C)C3 (stereo not given),0.0%,1.1%,1.4%,-8.2%,157.5,17.3%,-22.0%
Cc1cccc(Nc2nc(N)nc(CC(=O)CSc3ccc(Cl)cc3)n2)c1,?,nt,0.5%,0.0%,nt,nt,-20.4%
CCN(CC)Cc1cc(C(C)=O)ccc1OCC(C)C,?,0.5%,9.3%,17.8µM*,39.6,-8.2%,6.2%
COc1cc(/C=C2/C(=O)NN(c3cccc(C)c3)C2=O)cc([N+](=O)[O-])c1O,0.6%,-0.3%,-11.3%,nt,-9.7,-1.8%,-22.4%
COc1cc([N+](=O)[O-])cc2cc(C(=O)N3CCCC3)c(=O)oc12,4.0%,0.2%,1.8%,5.4%,-34.2,2.2%,3.9%
CC(OC(=O)CNC(=O)c1ccccc1F)C(=O)Nc1nc(-c2ccccc2)cs1 (stereo not given),3.7%,6.2%,3.3%,0.1%,115.3,-8.1%,19.5%
CC(C)c1ccc(-c2noc(C3CCCN(S(C)(=O)=O)C3)n2)cc1 (stereo not given),-5.0%,9.5%,4.5%,6.2%,-15.2,-7.0%,135.4%[activator]
Cc1c(NC(=O)c2ccc3c(c2)OCO3)c(=O)n(-c2ccccc2)n1C,-5.5%,1.5%,-8.5%,5.7%,7.8,?,-11.4%
CC(C)(C)c1ccc2cc(F)cc(F)c2n1,nt,-2.5%,nt,nt,-28.6,-5.7%,nt
Cc1cc(C)c(NC(=O)CCn2nnc3ccccc32)c(C)c1,2.6%,-19.1%,-6.8%,-0.2%,10.1,-18.8%,42.2%

# Sorted by molar mass (high to low): 7 of the compounds above
SMILES,AmpC detergent,TbPYK inhibitor,LmPK inh,Sm TGR block,HCMV inh,AMA1 RON2 block,AmpC inh no detg
CC(OC(=O)CNC(=O)c1ccccc1F)C(=O)Nc1nc(-c2ccccc2)cs1 (stereo not given),3.7%,6.2%,3.3%,0.1%,115.3,-8.1%,19.5%
COc1cc(/C=C2/C(=O)NN(c3cccc(C)c3)C2=O)cc([N+](=O)[O-])c1O,0.6%,-0.3%,-11.3%,nt,-9.7,-1.8%,-22.4%
Cc1c(NC(=O)c2ccc3c(c2)OCO3)c(=O)n(-c2ccccc2)n1C,-5.5%,1.5%,-8.5%,5.7%,7.8,?,-11.4%
CC(C)c1ccc(-c2noc(C3CCCN(S(C)(=O)=O)C3)n2)cc1 (stereo not given),-5.0%,9.5%,4.5%,6.2%,-15.2,-7.0%,135.4%[activator]
CCn1nnc(NC(=O)C(C)Oc2ccc(Cl)cc2Cl)n1 (stereo not given),1.3%,-2.2%,0.1%,-1.4%,-5.9,0.4%,5.6%
Cc1cc(C)c(NC(=O)CCn2nnc3ccccc32)c(C)c1,2.6%,-19.1%,-6.8%,-0.2%,10.1,-18.8%,42.2%
CCN(CC)Cc1cc(C(C)=O)ccc1OCC(C)C,?,0.5%,9.3%,17.8µM*,39.6,-8.2%,6.2%

# Going on with the list:
SMILES,AmpC detergent,TbPYK inhibitor,LmPK inh,Sm TGR block,HCMV inh,AMA1 RON2 block,AmpC inh no detg
CCCn1nc(NC(=O)c2ccncc2)c2cc3ccccc3nc21,-8.6%,-3.0%,0.4%,-30.9%,10.2,15.6%,56.4%
CCOc1ncccc1C(=O)OCC(=O)Nc1nnc(-c2ccccc2)o1,-15.3%,2.8%,nt,5.7%,-3.8,50.7%[activator],-27.5%
O=C(O)/C(=C\c1ccc(Cl)c([N+](=O)[O-])c1)c1ccc(S(=O)(=O)N2CCCCC2)s1,-16.5%,-3.1%,5.7%,?,-20.2,-9.1%,-21.1%[11.4 µM]
Cc1cccc(OCC(=O)Nc2ccccc2C(=O)OCc2cc(=O)n3nc(C)sc3n2)c1,2.1%,-4.6%,nt,5.2%,-26.3,nt,nt
